# TGFb inhibitor: TGF-b pathway inhibition. HepG2 CAGA-GFP TGF-b/SMAD3 reporter, GFP fluorescence, 18 h; TGF-beta stimulated, 500 pg/mL final. 1.2% of 410,000 active. Potency, µM (doses to about 46.1 µM), without a hit: at the highest dose activity, negative = inhibition, actives largely listed as inhibitors; also: potency is read from the fitted curve at half-maximal effect; % is scaled to controls: 0 for no effect and ±100 for the full control effect; nearly all actives have a fitted effect of over 65% in size
#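 Cell-based qHTS in HEPG2 carrying a CAGA-GFP Smad reporter; compounds added before 500 pg/mL final TGF-beta, 18 h incubation at 37 degrees C, GFP fluorescence quantified per cell by imaging cytometry.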
# Nrf2 block: Nrf2 pathway inhibition; A549 ARE-Fluc reporter, luciferase luminescence, 18-24 h; Potency, µM (titrated, usually from 46 µM), inactives show at the top dose activity change, negative = inhibition, usual class: inhibitors; 2.1% of 360,000 active; AID 504444; also: potency is read from the fitted curve at half-maximal effect; % is scaled to controls: 0 for no effect and ±100 for the full control effect; nearly all actives have a fitted effect of over 60% in size
#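 A549 ARE_Fluc cells (5000/well, 5% FBS OPTI-MEM) pre-incubated 2 h, then treated with compounds 18-24 h at 37C/5% CO2 in concentration-response. CellTiter-Fluor viability read first; BugLite luciferase luminescence after 15 min at room temperature gives Nrf2 activity.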
# IL1B secr inh: inhibitors of inflammasome signaling (IL-1 beta secretion) | THP-1 LPS/ATP IL-1B secretion, AlphaLISA, 16 h; stronger effect = lower value | activity change, % at 57.5 µM | 4.7% of 360,000 active | AID 743279; in the data active = activity change below about -50%; inconclusive = mostly about -30% to -49%; also: % is scaled to controls: 0 for no effect and ±100 for the full control effect
#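 Secreted IL-1B measured by AlphaLISA bead assay after 16 h compound exposure of THP-1 cells; compounds (final up to 57.5 uM) added 1 h before LPS (250 ng/mL) and ATP (1.25 mM) stimulation; lower signal means less secretion.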
# HepG2 tox: HepG2 cytotoxicity, counter-screen for TGF-b inhibitors; AID 588856; Potency, µM (doses to about 46.1 µM), without a hit: at the top dose activity change, negative = cytotoxicity, usual class: cytotoxic; 0.76% of 410,000 active; HepG2 CAGA-GFP viability, ATP luminescence, 18 h; also: potency is read from the fitted curve at half-maximal effect; some results filed as inactive show a strong effect at the top dose
#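 HepG2 CAGA-GFP cells (1000/well, DMEM with 1% FBS) received compound, then TGF-beta at 500 pg/mL final, and were incubated 18 hours at 37 degrees C. Viability was read by CellTiter-Glo luminescence. Media-only wells were set as complete cell-killing and DMSO as no toxicity.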
# S2 tox: viability counter-screen for ATXN expression inhibitors; S2 cells (HEK-293 line with an ATXN2-luciferase reporter) viability, CellTiter-Fluor protease fluorescence, 24 h; Potency, µM (highest dose often 56.7 µM), actives largely listed as cytotoxic; 0.49% of 400,000 active; also: potency is read from the fitted curve at half-maximal effect; nearly all actives have a fitted effect of over 40% in size
# MCF10A rereplic: DNA re-replication induction in MCF 10a cells; MCF 10A DNA re-replication, Hoechst nuclear intensity, 48 h; Potency, µM (series often up to 46.1 µM), for the others: at the highest dose activity, positive = re-replication, usual class: activators; 2.9% of 350,000 active; also: potency is read from the fitted curve at half-maximal effect; % of control where 0% means no effect; nearly all actives have a fitted effect of over 50% in size
# A549 tox: counter-screen for Nrf2 inhibitors: cytotoxicity in A549 cells; A549 ARE-Fluc cells, CellTiter-Fluor viability, 18-24 h; Potency, µM (highest dose often 46 µM), for the others: top-dose activity change, negative = cytotoxicity, usual class: inhibitors; 0.16% of 390,000 active; AID 504648; also: potency is read from the fitted curve at half-maximal effect; % is scaled to controls: 0 for no effect and ±100 for the full control effect
#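 A549 ARE-Fluc cells in 5% FBS OPTI-MEM, 5000 cells/well, rested 2 h then exposed to compounds in concentration-response for 18-24 h at 37 °C. Viability by CellTiter-Fluor fluorescence (Ex 405/Em 525) after 30 min; luciferase luminescence (BugLite, 15 min, RT) read afterwards.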
# ATXN2 expr inh: ATXN2 expression inhibition; HEK-293 ATXN2-luciferase reporter, luminescence, 24 h; Potency, µM (highest dose often 57 µM), without a hit: top-dose activity change, negative = inhibition, usual class: inhibitors; 0.72% of 360,000 active; also: potency is read from the fitted curve at half-maximal effect; % is scaled to controls: 0 for no effect and ±100 for the full control effect; nearly all actives have a fitted effect of over 55% in size
#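 qHTS (up to 57 uM final) was run with 24 h compound exposure of reporter cells at 37 °C. Each well was multiplexed: SteadyGlo luminescence measured ATXN2-luciferase expression after a fluorogenic Gly-Phe-AFC viability readout (25 uM final).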
# Nrf2 activator: Nrf2 pathway activation | AID 624171 | Potency, µM (highest dose often 46.1 µM), without a hit: at the highest dose activation, most hits filed as activators | 0.31% of 410,000 active | AREc32 ARE-luciferase reporter (MCF7-derived line), luminescence, 24 h; also: potency is read from the fitted curve at half-maximal effect; % of control where 0% means no effect; nearly all actives have a fitted effect of over 65% in size
#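 ARE activation measured as luciferase luminescence (Steady-Glo, 30 min RT) in AREc32_Fluc cells after 24 hr compound exposure at 37 deg C, 5% CO2; cells seeded overnight at 1000/well in OPTI-MEM, 5% FBS.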
# * marks the source's active call; other numbers are inactive results; i = inactive; ? = inconclusive; . = not tested or not shown; [ ] = another dose, or the depositor's remark. Unless noted, calls follow the shape of the dose curve; as a rule, active = well fitted curve in the direction sought with a large enough effect; inconclusive = small, poorly fitted or top-dose-only effect, or another doubt; inactive = no such curve, though single readings can be large; an effect the other way counts as inactive or inconclusive. This is a random part of the collection; overall some 8.8% were active at least once.
SMILES,TGFb inhibitor,Nrf2 block,IL1B secr inh,HepG2 tox,S2 tox,MCF10A rereplic,A549 tox,ATXN2 expr inh,Nrf2 activator
N#CCCC(C#N)(c1cccnc1)N1CCOCC1 (stereo unspecified),-3.4%,.,2.3,-5.9%,i,.,.,.,-0.9%
CC1CN(C(=O)C2(C)CC2(Br)Br)CC(C)O1 (stereo unspecified),-5.1%,-6.6%,14.9,-1.8%,i,-3.1%,1.0%,-8.5%,-0.7%
COc1cc(N)c2ncsc2c1,3.7%,5.6%,-7.5,-14.1%,i,-1.0%,-0.7%,-3.6%,0.2%
CC1=C(C(=O)N2CCOCC2)CC(CC(=O)NCCN2CCOCC2)C(=O)N1Cc1ccc(F)cc1 (stereo unspecified),21.2%,.,22.7,-31.8%,i,.,.,8.9%,0.1%
COc1ccc(-c2nc(-c3ccccc3)nc(N3CCN(C)CC3)c2C#N)cc1,-8.5%,-1.2%,-20.6,-6.4%,i,10.8%,-1.0%,-20.8%,-1.0%
COc1ccc(-n2ncc3c(=O)n(CC(=O)Nc4ccc5c(c4)OCCO5)cnc32)cc1,1.7%,-0.3%,9.5,-6.3%,i,?,1.6%,-24.8%,0.1%
CCCNS(=O)(=O)c1ccc(C(=O)NCC2CCCO2)cc1 (stereo unspecified),-0.2%,12.5%,4.1,-12.7%,i,1.0%,-1.7%,1.2%,-0.8%
O=C(Nc1ccccc1)C(Cl)C(=O)c1ccccc1 (stereo unspecified),-33.5%,2.0%,?,-118.8%,i,?,1.8%,.,14.1µM*
COc1cccc(C2NC(=O)NC(C)=C2C(=O)Nc2ccc(C)cc2)c1OC (stereo unspecified),-3.4%,11.7%,9.8,26.1%,i,?,-0.8%,2.4%,-0.3%
COc1ccc([C@H]2CC(=O)C[C@@H](CCn3cc(-c4ccncc4)nn3)O2)cc1,.,.,28.8,.,i,.,.,4.6%,0.4%
CCOc1ccc(CCNC(=O)c2cc3cccc4c3n2CCS4)cc1,-0.3%,-26.5%,.,-20.0%,.,.,-2.3%,.,3.1%
Cc1nnc(SCC(=O)Nc2ccc([N+](=O)[O-])cc2)n1C,8.2%,?,-2.4,-1.7%,i,-0.1%,-5.3%,.,-0.1%
COc1ccccc1CNc1nc2ccccc2n1CCN1CCCCC1,-16.6%,5.8%,?,-39.5%,?,9.3%,-8.4%,-8.9%,0.2%
COc1ccccc1-c1nnc(C2CCN(S(=O)(=O)c3cccc([N+](=O)[O-])c3)CC2)o1,-15.5%,-1.0%,-1.8,-0.4%,i,-1.4%,-0.2%,.,5.9%
COc1cccc(NC(=O)C2CCN(C(=O)NC3CCCCC3)CC2)c1,-5.0%,-6.6%,20.7,-11.0%,i,-0.6%,-7.4%,8.1%,-0.2%
CCOC(=O)c1cccc(NC(=O)Cc2ccc(NC(=O)N3CCCCc4ccccc43)cc2)c1,-27.7%,?,.,-11.5%,?,.,-23.8%,-15.8%,5.8%
COc1ccccc1/C=N/NC(=O)C(=O)NCc1cccnc1,-18.0%,3.0%,17.2,-13.8%,i,-0.5%,-1.9%,1.3%,0.0%
CCc1cccc(C)c1NC(=O)c1ccc2c(c1)CCN2S(=O)(=O)CC,2.4%,.,.,-2.2%,i,.,?,-4.6%,-0.2%
COc1cccc(CNC(=O)c2cc(C)nc3c2c(C)nn3-c2ccc(C)cc2)c1,-27.4%,-22.1%,.,-23.3%,i,.,3.2%,-7.2%,4.6%
O=C(NCc1ccncc1)c1ccc2nc([C@@H]3O[C@H](CO)[C@H](O)[C@H](O)[C@H]3O)[nH]c2c1,3.9%,.,9.7,-18.2%,i,.,.,6.0%,0.2%
Cc1ccc(NC(=O)c2cc(S(=O)(=O)N(C)C3CCCCC3)ccc2F)cc1C,0.0%,.,.,-34.2%,i,.,19.8%,1.2%,0.9%
CN(C(=O)C(C)(C)C)c1ccc(OCC(=O)N2CCc3ccccc3C2)cc1,-4.2%,10.3µM*,-16.4,-8.3%,i,19.6%,-1.1%,-27.1%,1.9%
CC1(C)Oc2ccc3ccc(=O)oc3c2C(/C=N/O)=C1Cl,11.6%,-10.7%,32.8,5.9%,i,-9.3%,1.5%,3.4%,-0.2%[9.22 µM]
CN(C)c1cccc(NC(=O)c2cccc3ccccc23)c1,0.0%,0.4%,-3.0,-4.9%,i,17.3%,2.0%,40.5%[activator],6.8%
CCN(Cc1ccccc1)C(=O)CN1C(=O)COc2ccc(S(=O)(=O)N3CCOCC3)cc21,-9.7%,10.2%,.,-0.7%,.,.,1.2%,.,-0.3%

# Next section.
SMILES,TGFb inhibitor,Nrf2 block,IL1B secr inh,HepG2 tox,S2 tox,MCF10A rereplic,A549 tox,ATXN2 expr inh,Nrf2 activator
Cc1cc(O)c(C2(C(F)(F)F)NCCNC2=O)cc1C (stereo unspecified),?,0.6%,10.8,-5.2%,i,-3.0%,-19.9%,-10.8%,-0.1%
COc1cc(OC)cc(C(=O)NNC(=O)CNC(=O)c2ccc(Br)o2)c1,0.0%,4.9%,17.2,-8.0%,i,-1.2%,0.7%,-5.9%,-0.6%
CCCCONc1ncnc2nonc12,-6.2%,?,14.2,1.7%,i,-3.3%,0.3%,-1.4%,-0.1%
COc1ccc(NC(=O)c2ccc(C(=O)Nc3ccc(OC)cc3OC)cc2)c(OC)c1,8.4%,8.9%,18.4,-11.4%,i,-6.8%,1.7%,-2.4%,0.3%
COc1c(Cl)cc(C(=O)Nc2cccnc2)cc1Cl,11.4%,.,10.7,-24.5%,?,.,.,.,5.7%
COc1ccc(-c2nsc(NC(=O)COc3ccc(C)c(C)c3)n2)cc1,-10.9%,-5.9%,.,-30.2%,.,.,6.9%,.,-0.3%
COc1ccc(-c2cn(-c3cccc(C)c3)c(=O)[nH]2)cc1OC,-7.0%,15.6%,-13.3,0.3%,i,7.4%,4.2%,-6.4%,1.1%
CC(=O)NC(=S)Nc1cccc2c(C)cc(C)nc12,0.5%,-7.1%,26.7,-81.6%,i,-0.3%,0.0%,.,0.0%
CCCCc1nnc(NC(=O)CN(C)S(=O)(=O)c2ccc(C)cc2)s1,-10.0%,8.0%,36.1,3.4%,i,0.1%,-3.4%,-8.1%,2.6%
CCCCNCc1cccn1-c1ccccc1,-6.2%,1.5%,-12.2,-4.1%,i,0.8%,-2.1%,5.1%,-0.8%
COc1ccc(CCNC(=O)CN(c2ccccc2OC)S(C)(=O)=O)cc1,0.6%,7.9%,-3.3,-8.8%,i,2.3%,-0.9%,-1.6%,-0.6%
CCOc1ccccc1NC(=O)NCCN1CCCCC1,23.9%,0.1%,-1.3,26.3%,i,4.6%,-6.7%,-5.3%,-0.5%
COc1cccc(Cn2cccc(NC(=O)NC3CCCCC3)c2=O)c1,0.9%,-17.8%,-4.8,0.1%,i,9.4%,-5.4%,-6.9%,-0.6%
Cc1ccc(C(=O)Cc2nnc(C)s2)cc1,10.5%,16.5%,-3.4,-2.5%,i,1.1%,-10.2%,9.3%,2.9%
CCCCCC(=O)N1CC2(CC(c3cccc(NC(=O)COc4ccc(Cl)cc4)c3)=NO2)C[C@@H]1C(N)=O (stereo partly specified),?,?,-66.9*,-1.8%,?,?,-13.4%,?,3.6%
CCOC(=O)C1(CC2CCCCO2)CCN(C(=O)Nc2ccc(C)c(C)c2)CC1 (stereo unspecified),8.1%,9.9%,-4.1,1.5%,i,?,-3.1%,-6.2%,-0.6%
CC(C)c1nc2ccc(C(=O)NCCCN3CCN(c4ccc(F)cc4)CC3)cc2o1,?,.,.,-27.8%,.,.,-9.5%,.,3.8%
O=C(Nc1cccc(C(=O)N2CCN(c3ccccc3F)CC2)c1)c1nsc2ccccc12,-16.3%,.,.,-11.9%,i,.,-1.9%,-9.7%,-0.1%
COc1ccc(NC(=O)CSc2n[nH]c(N)n2)c([N+](=O)[O-])c1,2.6%,.,-19.4,-2.0%,i,4.3%,-7.8%,1.2%,-0.9%
Cc1ccc(S(=O)(=O)NC2CC(C)(C)NC(C)(C)C2)cc1C,1.0%,-22.4%,-28.1,-8.2%,i,-12.1%,-4.1%,-6.7%,-0.6%

# Compound activity (PubChem)
